# Source: PubChem BioAssay (several laboratories)
# EP2 antag: human EP2 receptor antagonists, primary screen, TR-FRET cAMP, C6 glioma cells | Prostaglandin E2 receptor EP2 subtype (Homo sapiens), P43116 | C6 glioma cells expressing human EP2; cells stimulated with saturating PGE2 | inhibition, % at 25 µM | 0.52% of 260,000 active | AID 1422, 2008;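 active = percent inhibition above 40 after rounding to a whole number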;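 note: rat C6 glioma host cells with rolipram phosphodiesterase inhibitor present; the protocol text gives 20 µM as final concentration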
# Target sequence (P43116 whole entry, looked up): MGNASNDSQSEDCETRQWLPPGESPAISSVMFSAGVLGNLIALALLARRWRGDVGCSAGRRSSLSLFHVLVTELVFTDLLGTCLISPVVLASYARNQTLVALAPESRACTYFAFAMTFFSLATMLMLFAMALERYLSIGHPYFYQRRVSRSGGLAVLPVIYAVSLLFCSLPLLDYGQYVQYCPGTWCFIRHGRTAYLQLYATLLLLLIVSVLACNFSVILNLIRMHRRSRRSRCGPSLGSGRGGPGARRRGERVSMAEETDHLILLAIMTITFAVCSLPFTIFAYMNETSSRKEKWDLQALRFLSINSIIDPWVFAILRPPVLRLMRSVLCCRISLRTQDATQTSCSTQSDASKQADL
# NPY1 pot ag: NPY-Y1 receptor potentiators or agonists, primary screen, cell-based; Neuropeptide Y receptor type 1 (Homo sapiens), P25929; NPY-Y1 expressing cells, potentiator/agonist activation; activation, % at 3.6 µM; 0.37% of 220,000 active; AID 1304, 2008; in the data active = activation above about 33%, passing the limit was not always enough;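 note: cells stimulated with NPY at EC10 then isoproterenol at EC100; 0% = low agonist plus stimulus and 100% = saturating agonist plus stimulus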
# Target sequence (P25929 whole entry, looked up): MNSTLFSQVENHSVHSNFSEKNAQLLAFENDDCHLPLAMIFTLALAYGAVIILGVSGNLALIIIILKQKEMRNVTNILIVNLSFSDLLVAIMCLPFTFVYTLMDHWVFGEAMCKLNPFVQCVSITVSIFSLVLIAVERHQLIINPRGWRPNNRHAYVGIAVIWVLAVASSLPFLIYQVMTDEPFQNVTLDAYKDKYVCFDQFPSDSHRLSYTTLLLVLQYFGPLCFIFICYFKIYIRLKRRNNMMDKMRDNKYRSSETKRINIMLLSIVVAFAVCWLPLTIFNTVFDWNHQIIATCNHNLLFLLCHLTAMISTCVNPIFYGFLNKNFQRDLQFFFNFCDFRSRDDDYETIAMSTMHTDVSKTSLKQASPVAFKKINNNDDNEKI
# EP2 mod: EP2 receptor modulators, cAMP readout, primary screen, cell-based, HTRF cAMP, PGE2 stimulation; induction, % at 25 µM; EP2-expressing cells, cAMP HTRF FRET, PGE2 co-stimulation; AID 940, 2007; 0.83% of 260,000 active;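 active = compounds whose cAMP rise, as percent of the full-agonist control response, exceeds 60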;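 note: rat C6 glioma line stably carrying human EP2 under a CMV promoter; the protocol text gives 20 µM as final concentration; 100% = response of wells given 1 µM PGE2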
# PPC-1+TRAIL kill: compounds killing PPC-1 cancer cells with TRAIL present, primary screen, TRAIL potentiator project, ATPLite luminescence, uHTS; PPC-1 cells + TRAIL, ATPLite viability luminescence; cell killing (% activity), % at 4 µM; 0.41% of 220,000 active; AID 1443, 2008;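 active = cell killing above 50% in the first pass at 4 µM, then a duplicate retest at 5 µM averaging 50% or more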;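 note: plate controls were cells with TRAIL plus DMSO for no effect and medium-only wells lacking cells for full effect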
# NPY-Y1 antag: NPY-Y1 receptor antagonists, primary screen, cell-based. Neuropeptide Y receptor type 1 (Homo sapiens), P25929. AID 1040, 2008. 1% of 200,000 active. inhibition, % at 3.6 µM. HEK293-CNG Y1 cells, membrane potential fluorescence; NPY at EC95, then isoproterenol;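 active = inhibition above the campaign mean inhibition of all tested compounds plus 3 SD, cut at about 20% in these data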;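 note: 0% = DMSO wells given NPY plus isoproterenol and 100% = isoproterenol alone without NPY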
#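 Assay system: HEK293 cells with Y1 receptor plus CNG channel | Probe or stimulus: NPY (25 nM), isoproterenol (1 µM), Ro 20-1724 (25 µM) | Timing: Compound incubation 1 h at room temperature, readout 45 min post-stimulation | Measured by: Membrane-potential fluorescent dye readout | Benchmarks: High control isoproterenol alone, low control NPY with isoproterenol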
# CHOP inhibitor: inhibitors of CHOP promoter induction, primary screen, cell-based, unfolded protein response, luciferase reporter. CHO-K1 CHOP-promoter luciferase, tunicamycin-induced, 15-18 h. inhibition, % at 10 µM. 3.8% of 220,000 active. AID 2732, 2010;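 active = compounds that reduced the stress-induced luciferase reporter signal by more than about 70% of percent inhibition, limit read from the data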;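 note: 0% = tunicamycin plus vehicle and 100% = wells without tunicamycin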
# zfTRPN1 agonist: zebrafish TRPN1 channel agonists, primary screen, cell-based, HEK293, calcium fluorescence; transient receptor potential cation channel N1 (TRPN1/NompC), Danio rerio; HEK293 zebrafish TRPN1-YFP, Fluo-8 calcium fluorescence; 100% = response to 87 µM carbachol; 0.18% of 220,000 active; AID 1424, 2008; activation, % at 3 µM;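 active = activation above its plate's cutoff, the mean activation of test wells on that plate plus 3 SD, cut at about 19% in these data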;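 note: 0% = DMSO alone and 100% = 87 µM carbachol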
#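 Material – zebrafish TRPN1-YFP in HEK293 cells · Doses – 3 µM single point · Schedule – dye 1 h 37 °C plus 30 min RT · Signal – Fluo-8 calcium fluorescence, excitation 470-495 nm, emission 515-575 nm · Read-out – % activation versus carbachol response · Control set – carbachol high, DMSO low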
# 14-3-3 Bad inh: inhibitors of 14-3-3 zeta/Bad binding, primary screen, biochemical, TR-FRET, bovine 14-3-3 zeta; 14-3-3 protein zeta/delta (Bos taurus), P63103; TR-FRET 14-3-3zeta/Dy647-pBad peptide displacement, 1 h; inhibition, % at 21.7 µM; 0.71% of 220,000 active;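 active = inhibition above about 70%, limit read from the data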;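 note: 0% = full 14-3-3 plus peptide FRET controls and 100% = background without 14-3-3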
# Target sequence (P63103 whole entry, looked up): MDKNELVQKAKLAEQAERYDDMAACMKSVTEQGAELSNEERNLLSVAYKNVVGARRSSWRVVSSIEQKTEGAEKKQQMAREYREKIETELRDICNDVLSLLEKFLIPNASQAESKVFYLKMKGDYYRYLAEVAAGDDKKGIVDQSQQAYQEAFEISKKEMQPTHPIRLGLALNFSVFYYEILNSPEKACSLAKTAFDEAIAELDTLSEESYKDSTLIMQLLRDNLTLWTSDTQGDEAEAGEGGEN
# TRPML3 ag: human TRPML3 channel agonists, primary screen, cell-based, HEK293 TRPML3-YFP, Fluo-8 calcium fluorescence, 3 µM. 100% = the carbachol control signal. activation, % at 3 µM. 0.29% of 220,000 active. AID 1448, 2008;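 active = activation above its plate's cutoff, the mean activation of the plate's test wells plus 3 SD, cut at about 12% in these data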;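 note: 0% = DMSO only wells and 100% = carbachol wells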
#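 system = HEK293 cells stably carrying human TRPML3-YFP | doses = one concentration, 3 µM nominal, 0.3% DMSO | timing = dye loading 1 h 37 °C then 30 min ambient, 125 s read | detection = Fluo-8 calcium dye fluorescence, ex 470-495, em 515-575 nm | benchmarks = high control carbachol 87 µM, low control DMSO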
# Numbers without * were called inactive; . = not tested or not shown; & = joins results of further samples; [ ] = another dose, or the depositor's remark. Some of the compounds tested; count on the stated rates, not on these rows.
smiles	EP2 antag	NPY1 pot ag	EP2 mod	PPC-1+TRAIL kill	NPY-Y1 antag	CHOP inhibitor	zfTRPN1 agonist	14-3-3 Bad inh	TRPML3 ag
CC(=O)c1nc(N2C(=O)CC(Cc3ccc(C)cc3)C2=O)sc1C (configuration not stated)	6	-10	16	5	-4	-8	1.2	13[fluorescence artefact?]	0.7
CCCCc1nc(NCc2ccccc2)c(C#N)c2c1COC(C)(C)C2	13	-14	7	19	6	9	1.1	2	0.3
O=S1(=O)CCN(Cc2ccc(F)cc2)CC1	8	15	-5	11	1	17	1.1	-9	0.6
COc1ccc(-c2n[nH]c(C)c2-c2ccc(Cl)cc2)c(O)c1OC	13	5	-33	25	-3	90*	1.0	-10	-0.4
CN(CC(=O)O/N=C(\N)c1ccccn1)S(=O)(=O)c1cc(Cl)ccc1Cl	5	-29	6	-5	1	17	-0.2	-6	1.1
CCOc1ccc(S(=O)(=O)N(C)c2ccc(OCC(=O)NCc3ccc(C(=O)OC)cc3)cc2)cc1	2	12	-40	-4	5	30	1.3	-6	0.5
Cc1ccc(CNC(=O)c2cnc(-c3ccccn3)nc2C(F)(F)F)cc1	13	-3	-49	-6	-3	16	-1.6	5	0.2
CSc1cccc(NC(=O)CCCOc2ccc(Cl)cc2Cl)c1	21	-2	-75	7	4	27	1.3	4	0.2
COc1ccc(S(=O)(=O)N2CC(O)CC2C(=O)Nc2cccnc2)cc1 (configuration not stated)	11	0	12	9	.	22	0.5	2	0.1
CC(C)(C)c1cc[n+](/C(C(=S)NC2CC2)=C(/[O-])c2ccc(Cl)s2)cc1	14	6	1	3	-2	-22	-0.4	-4	1.3
Cc1ccc(C)c(N2CCN(C(=O)CCCCn3c(=O)[nH]c4ccccc4c3=O)CC2)c1	6	-12	10	13	9	60	-0.5	-14	-0.8
CCS(=O)(=O)N1CCC(C(=O)O)CC1	7	2	35	-5	4	-10	-0.1	-19	0.8
Cc1cc(C)c(NC(=O)CN2C(=O)NC3(CCOc4ccccc43)C2=O)c(C)c1 (configuration not stated)	6	-13	-4	2	-4	3	1.4	-3[fluorescence artefact?]	0.3
O=C(Nc1ccccc1F)c1ccc(CNS(=O)(=O)c2cccc(C(F)(F)F)c2)cc1	11	-6	-3	32	-5	10	-0.1	-4	0.5
O=C(COC(=O)c1ccccc1Br)NCCC1=CCCCC1	8	-29	6	-3	3	21	-1.1	2	-0.9
CC(C)CC(=O)N1CCC(N2CCN(c3ccccc3)CC2)CC1	8	13	37	1	2	19	1.2	52	1.3
COC(=O)Cc1c(O)ccn(CCc2c[nH]c3ccccc23)c1=O	9	-21	47	9	-4	2	0.3	-18	1.0
O=C(Nc1ccc(CN2CCCCC2)cc1)c1ccc(Br)o1	16	-34	-18	3	3	12	0.2	-4	1.2
CCCc1nn(C)c2c1C(c1ccncc1)C(C#N)=C(N)O2 (configuration not stated)	15	21	-7	9	-1	-3	0.3	-8[fluorescence artefact?]	0.9
CCOC(=O)N1CCN(C(=O)c2cccn3c(=O)c4cc(Br)ccc4nc23)CC1	6	14	-22	12	3	10	0.6	-9	0.1
Cc1cccc(CSc2nnc(CCCCCNC(=O)OC(C)(C)C)o2)c1	7	-11	7	12	.	17	0.8	-4	1.0
COc1ccc(C2C(C(=O)OCC(=O)NC(C)(C)C)CCC(=O)N2c2ccc(C)cc2)cc1OC (configuration not stated)	10	17	-24	-2	4	5	0.2	1[fluorescence artefact?]	0.3
O=C(COC(=O)c1c2c(nc3ccccc13)CCCC2)c1cccs1	8	-4	-41	31	-3	4	0.3	-4	-0.8
O=C1c2ccc3c4c(ccc(c24)C(=O)N1CCCCO)C(=O)N(CCCCO)C3=O	8&14	8	-50&-46	48	-5	56	-1.3	96*	0.3
CC(C)(C)C1CCC(=NOC(=O)c2ccc(F)cc2)CC1 (configuration not stated)	4	2	26	4	0	82*	-0.4	3	-0.1
Fc1ccc(-c2nc3c(Cl)cc(C(F)(F)F)cn3c2Cl)cc1	7	-17	14	-13	10	-41	-1.2	5	0.5
O=Cc1cn(CCC(=O)O)nc1-c1cccc(Cl)c1	5	-4	7	44	4	8	0.7	3	0.7
C=CCn1c(-c2ccccc2)n[nH]c1=S	11	5	28	23	-1	7	1.4	10	-0.1
CCN1CC(CN(C)Cc2nc(-c3ccc(OC)c4ccccc34)oc2C)CC1=O (configuration not stated)	10	-9	-18	-5	6	5	0.0	-6	0.0
S=C(Nc1ccccc1Cl)N(Cc1cccnc1)Cc1ccco1	6	-14	-11	-5	5	9	0.0	3	0.7
CCCS(=O)(=O)N1CCCC(C(=O)NCCCN(CC)c2cccc(C)c2)C1 (configuration not stated)	20	-7	.	-11	-5	.	-0.5	.	0.3
Cc1cc([N+](=O)[O-])ccc1-c1ccc(/C=N/NC(=O)Cc2ccccc2)o1	8	-23	-1	16	-3	35	-0.4	2	0.7
COc1ccc(/C(O)=C2/C(=O)C(=O)N(Cc3cccnc3)C2c2ccccn2)cc1 (configuration not stated)	10	19	22	20	-5	1	1.5	11	1.5
Cc1cc(NC(=O)C23CCC(C)(C(=O)O2)C3(C)C)no1 (configuration not stated)	6	6	39	5	0	8	0.1	16	-0.1
C/C(=N\NS(=O)(=O)c1cccc([N+](=O)[O-])c1)c1cccnc1	2	1	9	12	-1	11	0.7	-4	0.3
O=c1nc2n(c3ncccc13)CCC2	11	7	4	3	-4	7	1.2	-3	0.4
Cc1cc(C(=O)Nc2sc3c(c2C#N)CCC(C)C3)cs1 (configuration not stated)	12	-13	-4	24	-2	41	0.3	-9[fluorescence artefact?]	0.1
Nc1nnc(-c2ccco2)s1	7	5	-4	11	2	-20	-0.7	9	0.5
COc1ccc(CCCc2nc3ccccc3[nH]2)cc1	7	-11	-59	10	.	5	0.4	4	-0.2
COc1cc(-c2nnc(SC/C=C/c3ccccc3)n2N)cc(OC)c1OC	6	3	-21	9	-2	-5	0.5	3	-0.7

# Some of these compounds in order of number of heavy atoms, smallest number first.
smiles	EP2 antag	NPY1 pot ag	EP2 mod	PPC-1+TRAIL kill	NPY-Y1 antag	CHOP inhibitor	zfTRPN1 agonist	14-3-3 Bad inh	TRPML3 ag
Nc1nnc(-c2ccco2)s1	7	5	-4	11	2	-20	-0.7	9	0.5
O=c1nc2n(c3ncccc13)CCC2	11	7	4	3	-4	7	1.2	-3	0.4
C=CCn1c(-c2ccccc2)n[nH]c1=S	11	5	28	23	-1	7	1.4	10	-0.1
O=Cc1cn(CCC(=O)O)nc1-c1cccc(Cl)c1	5	-4	7	44	4	8	0.7	3	0.7
COc1ccc(CCCc2nc3ccccc3[nH]2)cc1	7	-11	-59	10	.	5	0.4	4	-0.2
Cc1cc(C(=O)Nc2sc3c(c2C#N)CCC(C)C3)cs1 (configuration not stated)	12	-13	-4	24	-2	41	0.3	-9[fluorescence artefact?]	0.1
C/C(=N\NS(=O)(=O)c1cccc([N+](=O)[O-])c1)c1cccnc1	2	1	9	12	-1	11	0.7	-4	0.3
S=C(Nc1ccccc1Cl)N(Cc1cccnc1)Cc1ccco1	6	-14	-11	-5	5	9	0.0	3	0.7
Cc1cc([N+](=O)[O-])ccc1-c1ccc(/C=N/NC(=O)Cc2ccccc2)o1	8	-23	-1	16	-3	35	-0.4	2	0.7
CCCS(=O)(=O)N1CCCC(C(=O)NCCCN(CC)c2cccc(C)c2)C1 (configuration not stated)	20	-7	.	-11	-5	.	-0.5	.	0.3
CCN1CC(CN(C)Cc2nc(-c3ccc(OC)c4ccccc34)oc2C)CC1=O (configuration not stated)	10	-9	-18	-5	6	5	0.0	-6	0.0

# Further results follow:
smiles	EP2 antag	NPY1 pot ag	EP2 mod	PPC-1+TRAIL kill	NPY-Y1 antag	CHOP inhibitor	zfTRPN1 agonist	14-3-3 Bad inh	TRPML3 ag
CCOC(=O)c1csc(COc2ccc(OC)cc2)n1	9	-12	-17	10	.	-22	0.9	6	-0.1
O=S1(=O)CCN(Cc2cccc(Cl)c2)CC1	8	-1	86*	-2	-6	1	0.3	-5	0.3
CCc1ccccc1NC(=O)CSc1nnc([C@@H](NC(=O)OC(C)(C)C)C(C)CC)o1 (some centres not stated)	5	-17	30	-3	6	30	-0.8	1	0.1
COc1ccc(-c2cc(C(=O)N(C)Cc3ccccc3)no2)cc1OC	6	-6	4	9	0	7	-0.4	3	-0.8
COC(=O)C1=C(C)N(C)C(=O)NC1c1ccsc1 (configuration not stated)	8	-3	27	1	-1	-7	-1.1	-2	0.3
CNC(=S)N/N=C(\C)c1ccccc1	19	-2	-17	0	.	-5	-3.1	-12	0.1
O=C1CCCC2=C1C(c1ccccc1)NC(=S)N2 (configuration not stated)	4	20	20	29	-3	-11	-0.1	-2	0.4
COc1ccc(CNC(=O)c2cccc(N(C)C)c2)cc1	9	-22	-3	31	6	9	-1.2	-3	0.6
NS(=O)(=O)c1ccc(NC(=O)COC(=O)COc2cccc(C(F)(F)F)c2)cc1	16	-17	3	7	.	7	0.8	-6	1.2
Cc1cccc(OCCCOc2cccc3cccnc23)c1C	10	-11	-45	17	10	34	-1.4	6	-1.3
O=c1cc(CN2CCCc3ccccc32)nc2sccn12	6	-11	-19	12	9	4	1.6	-10	0.7
COc1cc(C(C[N+](=O)[O-])c2c(N)n(C)c(=O)n(C)c2=O)ccc1O (configuration not stated)	4	4	17	12	-5	6	1.0	-16	1.9
